Assay outcomes as filed in PubChem BioAssay.
A-T KAP1 phos – candidate therapy for ataxia-telangiectasia. […] A-T fibroblasts, KAP-1 phosphorylation AlphaLISA; neocarzinostatin DNA damage 30 min before lysis. Potency, µM (series often up to 57.5 µM), without a hit: top-dose activation, usual class: activators. 320,000 tested, 0.19% active. AID 485349; further: potency means the concentration at half of the fitted maximal effect; % of control where 0% means no effect; nearly all actives have a fitted effect of over 45% in size
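hTERT-immortalized A-T patient fibroblasts ([…]), 500 cells/well in OPTI-MEM, 1% FBS, got compounds for 60 min, then NCS for 30 min at 37C. Lysates were then assayed for phospho-KAP-1 by AlphaLISA (anti-pKAP1 donor, anti-KAP1 acceptor beads), 6 hr at 25C.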
Integrin act MD – activates integrin-mediated alleviation for muscular dystrophy. alpha7betagal myoblasts, beta-gal FDG fluorescence, 48 h. Potency, µM (titrated, usually from 38.3 µM), inactives show top-dose activation, most hits filed as activators. 350,000 tested, 0.064% active. AID 624291;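 further: potency means the concentration at half of the fitted maximal effect; 100% = response of the positive control SU9516; nearly all actives have a fitted effect of over 60% in size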
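alpha7betagal+/- myoblasts (passage 13, 250/well) treated 48 h at 37C with compounds at 1:260 dilution of DMSO stock. Lysed, then beta-galactosidase activity read as FDG fluorescence (ex 480/em 540) after 30 min, with pre-read for autofluorescence.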
ASM inhibitor – inhibitors of human secretory acid sphingomyelinase. AID 504937. P17405. placental ASM, HMU-PC fluorogenic substrate, 60 min. 340,000 tested, 0.006% active. Potency, µM (titrated, usually from 57.5 µM), for inactives: at the highest dose activity change, negative = inhibition, usual class: inhibitors; further: potency means the concentration at half of the fitted maximal effect
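Fluorogenic HMU-PC substrate (9 uM final) is turned over by placental ASM in 60 min at 37 C after a 10 min compound preincubation. Reaction ended by alkaline stop (pH 10), with fluorescence read at 386/447 nm.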
CXXC DNA block – inhibitors of human MLL CXXC domain-DNA interaction; MLL-CXXC / FITC-HOXA9 DNA fluorescence polarization; Potency, µM (doses to about 115 µM), without a hit: at the top dose activity change, negative = inhibition, hits mostly inhibitors; Q03164; 290,000 tested, 0.037% active; AID 2662; active means well fitted inhibition curve with a large enough effect in the polarisation, with a control signal flat, not every such curve was filed as active; inconclusive means small, poorly fitted or top-dose-only effect, or effect the other way, or a change in a side signal; inactive means no such curve, though single readings can be large or run the other way; the % refers to the polarisation; further: potency means the concentration at half of the fitted maximal effect
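Steps: dispense CXXC domain solution (7 uM) → pin compounds or unlabeled HOX-A9 DNA control → 5 min ambient → add FLSN-HOX-A9 solution (50 nM) → spin → 30 min ambient → fluorescence polarization. Tris pH 7.5/NaCl/DTT/BSA buffer.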
hERG WT inh – KCNH2 (human, wildtype) channel inhibition; 340,000 tested, 0.37% active; U2OS, BacMam KCNH2, thallium flux FluxOr; active compounds read low; activity change, % at 1.84 µM; Q12809;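 active means maximum activity change below -70%; inconclusive means maximum activity change between -70% and -50%; inactive means maximum activity change above -50%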; further: on the % scale 0 is the no-effect control and ±100 the full control effect
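U2OS cells transduced with wild-type KCNH2 virus are loaded with FluxOr dye for 45 min, and thallium flux is measured in kinetic reads before and after stimulation buffer. Rate constants are normalized to DMSO controls.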
TRPV1 agonist – activates the human vanilloid receptor TRPV1 | TRPV1-expressing cells, Fluo-8 calcium influx, agonist mode | activation, % at 8.33 µM | 320,000 tested, 0.19% active | AID 540275; in the data active means activation above about 80%; inconclusive means between about 30% and that limit; further: 0% is about no effect
Target sequence (Q8NER1 whole entry, looked up): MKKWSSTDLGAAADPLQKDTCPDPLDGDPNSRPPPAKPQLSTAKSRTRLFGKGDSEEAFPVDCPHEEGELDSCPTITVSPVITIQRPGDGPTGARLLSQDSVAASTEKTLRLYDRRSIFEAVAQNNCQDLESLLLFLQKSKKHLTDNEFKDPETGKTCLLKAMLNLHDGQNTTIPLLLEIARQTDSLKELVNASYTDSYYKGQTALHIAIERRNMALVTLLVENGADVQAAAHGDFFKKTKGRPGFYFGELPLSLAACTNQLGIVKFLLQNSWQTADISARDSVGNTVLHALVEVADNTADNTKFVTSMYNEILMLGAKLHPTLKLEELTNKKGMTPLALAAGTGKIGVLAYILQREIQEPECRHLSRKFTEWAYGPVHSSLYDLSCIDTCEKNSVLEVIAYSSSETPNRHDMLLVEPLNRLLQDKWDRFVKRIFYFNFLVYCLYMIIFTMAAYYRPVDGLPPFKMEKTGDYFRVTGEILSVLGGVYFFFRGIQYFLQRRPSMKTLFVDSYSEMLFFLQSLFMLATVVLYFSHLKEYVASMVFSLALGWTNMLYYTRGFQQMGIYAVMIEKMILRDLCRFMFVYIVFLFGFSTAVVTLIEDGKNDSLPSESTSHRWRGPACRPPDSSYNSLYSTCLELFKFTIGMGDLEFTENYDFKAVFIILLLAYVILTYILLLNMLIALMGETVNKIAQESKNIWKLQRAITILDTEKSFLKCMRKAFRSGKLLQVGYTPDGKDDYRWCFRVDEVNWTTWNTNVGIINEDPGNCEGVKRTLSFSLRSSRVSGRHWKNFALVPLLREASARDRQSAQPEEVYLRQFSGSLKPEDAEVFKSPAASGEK
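Fluo-8 calcium influx in TRPV1-expressing cells, kinetic read (ex 480/em 520 nm). Compound added and read 3 min for agonist activity, followed by capsaicin at EC20 final and 2 min further read for enhancement.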
MBNL1 CUG block – blocks human MBNL1 binding to CUG repeat RNA; Potency, µM (titrated, usually from 57.5 µM), without a hit: at the highest dose activity change, negative = inhibition, actives largely listed as inhibitors; TR-FRET MBNL1-His/biotin-(CUG)12 binding, 665/545 ratio; Q9NR56; 280,000 tested, 0.036% active; active means well fitted inhibition curve with a large enough effect in the signal ratio, with a control signal flat, not every such curve was filed as active; inconclusive means small, poorly fitted or top-dose-only effect, or effect the other way, or a change in a side signal; inactive means no such curve, though single readings can be large or run the other way; the % refers to the signal ratio; further: potency means the concentration at half of the fitted maximal effect; on the % scale 0 is the no-effect control and ±100 the full control effect
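Compound titration spanned 92 nM–58 uM against the MBNL1-His/biotin-(CUG)12 complex. After 60 min at room temperature with 5 nM streptavidin-XL665 and 0.055 ng/ul terbium anti-His, ratiometric 665/545 nm emission (Ex 340 nm) normalized to controls.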
KCNH2 3.1 inh – blocks the human KCNH2 3.1 channel isoform. U2OS KCNH2 3.1, thallium flux FluxOr; active compounds read low. activity change, % (tested at about 1.8 µM). 340,000 tested, 0.95% active. AID 720553;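 active means maximum activity change below -70%; inconclusive means maximum activity change from -70% to -50%; inactive means maximum activity change above -50%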;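 further: thallium influx rate constant from kinetic fluorescence after stimulation buffer; on the % scale 0 is the no-effect control and ±100 the full control effect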
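Measured as rate of thallium-driven FluxOr signal in transduced U2OS cells carrying the 3.1 channel, read kinetically for 2 min upon stimulation; values are rate constants scaled to DMSO control wells.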
GALK inh – galactokinase (human) inhibition | Purified GALK, Kinase-Glo residual ATP luminescence | Potency, µM (doses to about 57.5 µM), for inactives: at the top dose activity change, negative = inhibition, hits mostly inhibitors | 270,000 tested, 0.007% active; further: potency means the concentration at half of the fitted maximal effect; on the % scale 0 is the no-effect control and ±100 the full control effect
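Compounds were pin-transferred into ATP buffer (35 uM final), then GALK plus galactose (5 nM, 100 uM final) was added. After 1 h at room temperature, Kinase-Glo Plus was added and luminescence read after 10 min.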
FBPA coupling cs – coupling enzyme interference in Giardia aldolase counter-screen. coupling enzyme system counterscreen, AmpLite Red fluorescence. activity change, negative = inhibition, % at 58.2 µM, hits read low. 290,000 tested, 0.67% active. AID 2472; in the data active means activity change below about -30%; further: on the % scale 0 is the no-effect control and ±100 the full control effect
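Activity here indicates interference with the coupling reaction, not aldolase inhibition. Compounds at 57.5 uM final met coupling enzymes for 10 min at RT; substrate and AmpLite Red detection followed, with a 525/598 nm fluorescence read after 20 min.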
An asterisk follows results filed as active; ? = inconclusive; . = not tested or not shown; [ ] = remark or other dose. Unless noted, the call rests on the fitted dose curve; in most records, active means well fitted curve in the direction sought with a large enough effect; inconclusive means small, poorly fitted or top-dose-only effect, or another doubt; inactive means no such curve, though single readings can be large; an effect the other way counts as inactive or inconclusive.

SMILES | A-T KAP1 phos | Integrin act MD | ASM inhibitor | CXXC DNA block | hERG WT inh | TRPV1 agonist | MBNL1 CUG block | KCNH2 3.1 inh | GALK inh | FBPA coupling cs
CC1Cc2ccccc2N1C(=S)NC(=O)C1(C)CC1(Cl)Cl (stereo not given) | -3% | -15% | -1% | 13% | -18 | 2 | . | -17 | 0% | 2
Oc1ccccc1-c1n[nH]c(-c2ccccc2O)n1 | . | 21% | -1% | . | 0 | . | . | 12 | . | .
O=C(Nc1ccc(-c2ccc([N+](=O)[O-])cc2)cc1)c1ccccc1F | 1% | 13% | 0% | 7% | 4 | 1 | . | 10 | 11% | 3
COC(=O)c1cn(C(=O)c2ccccc2Cl)c2ccccc12 | 2% | 10% | -5% | 41%[activator] | 1 | 7 | -5% | -10 | -1% | 3
O=C(NNC(=S)NC(=O)c1ccccc1[N+](=O)[O-])c1ccccc1O | -4% | 23% | -2% | -20% | 24 | -1 | -2% | 27 | 1% | -1
Cc1sc2ncnc(N3CCC(C(=O)Nc4nnc(SCc5ccccc5F)s4)CC3)c2c1C | 7% | -7% | -8% | . | -8 | 5 | . | -12 | . | .
O=C(CCCn1c(=O)[nH]c2ccccc2c1=O)NCCSCc1ccccc1 | 2% | 2% | 0% | 2% | 7 | 1 | -4% | 0 | -2% | 1
O=C(Nc1ccccc1Oc1ccccc1)c1ccccc1F | 6% | -7% | -1% | 10% | -3 | 13 | . | -6 | 1% | 0
COc1cccc(NC(=O)NCc2ccc(F)cc2)c1 | 2% | -5% | -1% | -4% | -2 | 30 | -4% | 7 | -2% | -1
Cc1cccc(C)c1OCCN1CCOCC1 | 1% | 3% | 7% | 3% | 3 | 4 | -4% | 8 | -2% | 1
COc1cccc(OCCOc2ccc(/C=C3\C(=N)N4N=C(S(C)(=O)=O)SC4=NC3=O)cc2OC)c1 | 40% | -9% | -11% | -19% | -4 | -2 | 9% | -6 | . | 10
CC(=O)c1ccc(N(CC(=O)NC2CCCC2)C(=O)CNC(=O)c2cccs2)cc1 | -2% | 22% | 0% | 0% | -2 | 3 | -5% | -5 | 1% | -2
CC(NC(=O)CCNS(=O)(=O)c1cccc2nonc12)c1ccccc1 (stereo not given) | -5% | -10% | -9% | 7% | -2 | -2 | ? | 5 | 1% | 0
CCCN(CC(=O)Nc1ccc(C(N)=O)cc1)CC(=O)Nc1cc(Cl)ccc1Cl | 0% | 5% | -5% | -26% | . | 0 | -3% | -11 | 3% | 0
CN1CCCN(C(=O)CNC(=O)c2ccccc2F)CC1 | 36% | 22% | 6% | . | -9 | . | . | 13 | . | .
O=C1COc2ccc(S(=O)(=O)N3CCCC3)cc2N1 | 5% | ? | 6% | 1% | 6 | -5 | -6% | 18 | 6% | 0
O=C(O)CC(C(=O)O)n1nc(-c2ccccc2)cc1-c1ccccc1 (stereo not given) | 6% | 23% | 5% | 8% | -1 | 0 | 2% | 0 | 6% | 12
O=C(COC(=O)/C=C/c1ccccc1)NNC(=O)c1ccc([N+](=O)[O-])cc1 | 11% | -15% | -2% | . | 29 | -2 | . | 2 | . | .
COc1ccc(OC)c(/C=N\NC(=O)c2c(C)nc3cc(C)ccn23)c1 | 1% | 5% | 184%[activator] | 0% | 0 | 1 | 9% | 4 | 2% | -6
Cc1cc(C)c(C#N)c(SC(C(=O)NC(C)(C)C)c2ccccc2)n1 (stereo not given) | 5% | -18% | 0% | 0% | -1 | 14 | -4% | -1 | -3% | 1
Cc1cc2cc(CN(Cc3ccc4c(c3)OCO4)C(=O)c3ccco3)c(=O)[nH]c2cc1C | -22% | 5% | -4% | -1% | -1 | 16 | -2% | -7 | 6% | -15
Cc1c(C(=O)OCC(=O)N2c3ccccc3CC2C)oc2ccccc12 (stereo not given) | 3% | 7% | -7% | 7% | -17 | 7 | -8% | 0 | 9% | -2
O=C(NCCc1nc2ccccc2[nH]1)c1ccc([N+](=O)[O-])cc1 | -5% | ? | -2% | 13% | 12 | . | . | -9 | -1% | 0
COc1ccc(C=NNc2ccc([N+](=O)[O-])cc2S(=O)(=O)Nc2ccccc2C(=O)O)cc1OC | -1% | 10% | -15% | . | -5 | . | . | -1 | . | .
CC(C)CCN1CCN(Cc2ccc(C(F)(F)F)cc2)CC1CCO (stereo not given) | -2% | -10% | 4% | -5% | 18 | 3 | -5% | 1 | -3% | 0
O=C(NCc1cn(-c2ccccc2)nc1-c1ccccc1)c1cc([N+](=O)[O-])cc([N+](=O)[O-])c1 | -4% | 16% | -2% | 15% | 4 | 7 | -4% | -15 | 0% | -1
CCOc1ccc2nc(NCCNC(=O)CC)c(C#N)cc2c1 | 24% | -9% | . | -5% | 10 | 6 | ? | 16 | 10% | 3
O=C(NC1CC1)c1ccc(NC(=O)C2CCC2)cc1 | . | -2% | 7% | . | -9 | . | . | -5 | . | .
CC(=O)Nc1ccc(NC(=O)C(NS(=O)(=O)c2cccc3nsnc23)C(C)C)cc1 (stereo not given) | 25% | 3% | 8% | -15% | -5 | -5 | ? | -4 | -8% | .
CC1=C(C#N)C(C)C2=C(CC(C)(C)CC2=O)N1 (stereo not given) | 24% | 2% | . | 3% | 6 | 1 | ? | -5 | 0% | 3
O=C(NCCCCc1ccccc1)c1ccccc1Br | . | -10% | -3% | . | -20 | . | . | 0 | . | .
O=C(NCCCO)c1nnc(Cc2c(F)cccc2Cl)o1 | -1% | 3%[7.66 µM] | 6% | -2% | 13 | -2 | -9% | 5 | -1% | 1
CC(=O)Nc1ccc(S(=O)(=O)N(C)c2ccc(OCC(=O)OCC(=O)NCc3ccco3)cc2)cc1 | 5% | 14% | -1% | -10% | 0 | 2 | 1% | 6 | 6% | 0
O=C(COc1cc(O)c2c(=O)cc(-c3ccccc3)oc2c1)c1cccc([N+](=O)[O-])c1 | 5% | 14% | -2% | 22% | -2 | 3 | 1% | -24 | 0% | 1
CC(C)NC(=O)CN1CCN(C(=O)CCl)CC1 | 0% | 7.1µM* | 5% | -8% | -5 | -2 | -10% | -12 | 0% | 2
O=C(c1ccc(-c2ccccc2)cc1)C1CCCN(C(=O)c2ccncc2)C1 (stereo not given) | 0% | -31% | 5% | -13% | -14 | 5 | 5% | 12 | 6% | 4
COc1ccc(C(=O)O/N=C(\N)c2ccncc2)cc1OC | -7% | -14% | 5% | 5% | 9 | 1 | 1% | 28 | 0% | 0
CCC(=O)Nc1cc2c(cc1Cl)-c1ccccc1C2 | . | 7% | 3% | . | 2 | . | . | 10 | . | .
CCCN(CC(=O)Nc1ccccc1OC)C(=O)Cc1ccccc1F | -4% | 4% | 23% | -1% | -14 | 7 | -2% | 11 | -1% | -1
CCOc1cccc2cc(C(=O)NCc3ccccc3)c(=N)oc12 | 4% | -9% | 2% | ? | -7 | 11 | 15% | -14 | -1% | -1
COc1cccc(C(=O)NCCS(=O)(=O)NCc2ccco2)c1 | 10% | -16% | 1% | . | -1 | 1 | . | -13 | . | .
CSc1cccc(CN2CCC(CO)(Cc3ccccc3)CC2)c1 | -4% | 4% | 0% | 1% | 1 | 8 | -8% | -17 | -1% | -2
O=C(NCc1cccnc1)c1ccccc1-c1ccccc1 | 4% | -20% | 0% | 1% | -8 | -1 | -7% | -13 | 8% | 6
CC(C)(C)C(=O)CN1C(=O)NC2(CCc3ccccc32)C1=O (stereo not given) | 18% | -23% | 0% | 2% | -6 | -3 | -11% | 2 | -4% | .
Cc1cc(C)c(C(=O)NC2CC(C)(C)Cc3c2cnn3-c2ccccc2)o1 (stereo not given) | -3% | -7% | -2% | -9% | 1 | 28 | 3% | -23 | -3% | .
CSc1nc(=O)n2cc(C)ccc2n1 | 0% | -4% | 1% | 5% | -1 | -1 | 5% | 9 | -4% | 2
CC1CCCC(NC(=O)CSc2nccn2C)C1C (stereo not given) | -3% | -26% | -1% | -2% | -2 | -1 | -14% | -4 | -1% | -2
Cc1ccccc1OCC(O)CN(Cc1ccccc1O)C1CCCCC1 (stereo not given) | 18% | -43% | -1% | 6% | -1 | 21 | -6% | -24 | 4% | 1
O=c1c(Br)c(N2CCCC2)cnn1-c1ccccc1 | -8% | 12% | -2% | 6% | 8 | -1 | ? | -7 | -4% | 0

An excerpt from above with just hERG WT inh, TRPV1 agonist and MBNL1 CUG block:
Compound	hERG WT inh	TRPV1 agonist	MBNL1 CUG block
Cc1ccccc1OCC(O)CN(Cc1ccccc1O)C1CCCCC1 (stereo not given)	-1	21	-6%
O=c1c(Br)c(N2CCCC2)cnn1-c1ccccc1	8	-1	?
